From PubChem BioAssay
GSK3B inh – human GSK3beta kinase inhibitors, primary screen, biochemical, cell-free homogeneous, HTS. Glycogen synthase kinase-3 beta (Homo sapiens), P49841. GST-GSK3beta kinase, ADP-Glo luminescence, 60 min; active compounds read low. activity score (negative = inhibition), % at 10 µM. 300,000 compounds, 0.038% hits. AID 2097, 2009;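 active = more than half of replicate wells score below -50%, meaning over 50% inhibition versus plate controls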;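 also: 0% = median DMSO wells and -100% = median GW8510 positive control wells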
Target sequence (P49841 whole entry, looked up): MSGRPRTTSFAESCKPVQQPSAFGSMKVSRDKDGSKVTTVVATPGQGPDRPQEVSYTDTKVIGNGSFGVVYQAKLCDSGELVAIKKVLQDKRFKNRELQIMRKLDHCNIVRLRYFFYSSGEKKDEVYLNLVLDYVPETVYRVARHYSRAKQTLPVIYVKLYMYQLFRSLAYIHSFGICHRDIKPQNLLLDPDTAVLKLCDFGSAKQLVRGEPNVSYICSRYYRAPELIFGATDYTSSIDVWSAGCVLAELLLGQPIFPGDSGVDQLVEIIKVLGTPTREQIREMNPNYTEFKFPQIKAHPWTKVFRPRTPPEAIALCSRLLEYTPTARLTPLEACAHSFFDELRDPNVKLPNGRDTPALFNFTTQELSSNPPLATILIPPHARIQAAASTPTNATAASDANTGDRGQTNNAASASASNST
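Assay system: GST-tagged human GSK3beta kinase, cell-free; Input: 1.6 ng GSK3beta; Medium: Tris/MgCl2 kinase buffer; Timing: 60 min enzyme reaction, room temperature; Signal: ADP-Glo luminescence quantifying ADP generated by kinase; Evaluation: score relative to plate controls; Benchmarks: DMSO neutral wells and GW8510 at 20 µM as positive.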
GSK3 alpha inh – blockers of GSK3A enzyme activity – biochemical, luminescence, cell-free homogeneous, HTS, primary screen; GSK-3 alpha kinase, ADP-Glo luminescence, 60 min; inhibition, % at 10 µM; 320,000 compounds, 0.1% hits; AID 2650, 2010;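 in the data active = inhibition above about 50%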;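 also: GST-tagged GSK-3 alpha with peptide substrate and 25 µM ATP; 0% = DMSO neutral wells and 100% = GW8510 positive control wells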
Target sequence (P49840 whole entry, looked up): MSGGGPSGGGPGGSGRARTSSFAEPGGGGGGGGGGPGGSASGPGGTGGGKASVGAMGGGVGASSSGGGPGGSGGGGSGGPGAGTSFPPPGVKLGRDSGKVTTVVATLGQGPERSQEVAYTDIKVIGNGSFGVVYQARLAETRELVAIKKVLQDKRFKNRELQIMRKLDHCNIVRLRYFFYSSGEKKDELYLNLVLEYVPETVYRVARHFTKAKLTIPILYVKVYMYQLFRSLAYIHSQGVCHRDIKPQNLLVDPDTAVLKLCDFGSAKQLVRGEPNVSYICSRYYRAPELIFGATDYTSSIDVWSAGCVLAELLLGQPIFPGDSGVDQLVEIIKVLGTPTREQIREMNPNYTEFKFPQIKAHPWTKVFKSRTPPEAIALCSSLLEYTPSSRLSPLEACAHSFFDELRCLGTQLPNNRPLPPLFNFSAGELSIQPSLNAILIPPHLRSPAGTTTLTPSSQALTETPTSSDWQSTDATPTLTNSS
HSP90 inh – HSP90 inhibitors, primary screen, cell lysate, luminescence. Heat shock protein HSP 90 (rabbit reticulocyte lysate; luciferase refolding). Rabbit reticulocyte lysate, luciferase refolding luminescence, 3 h. inhibition, % at 5.6 µM. 290,000 compounds, 0.91% hits. AID 1789, 2009;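 active = inhibition above the screen-wide mean plus 3 SD, computed separately per campaign, cut at about 16% in these data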;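 also: 0% = DMSO wells and 100% = 60 µM geldanamycin wells; inhibitors lower the luminescence because luciferase stays unfolded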
HSF-1 act – HSF-1 activators, primary screen, NIH3T3-HGL cells, MG132 stress, luminescence, single point. activation, % at 9 µM. NIH3T3-HGL HSF-1 luciferase reporter, 8 h; 100% = twice DMSO control signal. 300,000 compounds, 1.7% hits;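 active = mean replicate activation of at least 50% with a set share of replicates each reaching 50%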;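 also: 0% = median of the neutral control wells and 100% = twice that signal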
IEC-6 cytotox – cytotoxicity in IEC-6 intestinal epithelial cells, primary screen, cytotoxicity control for KLF5 inhibitor project, cell-based, luminescence. IEC-6 cytotoxicity, luminescence viability. inhibition, % at 5 µM. 290,000 compounds, 0.78% hits. AID 1825, 2009; in the data active = inhibition above about 22%;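 also: 0% = plate median of test compound wells and 100% = cytotoxic reference compound wells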
aSyn 5UTR inh – MLPCN primary screen, SNCA 5' untranslated region | alpha-synuclein 5'UTR reporter, inhibitor activity | inhibition, % (tested at 7.5 µM) | 300,000 compounds, 0.82% hits | AID 1813, 2009; in the data active = inhibition above about 60%;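 also: H4 neuroglioblastoma cells stably carrying SNCA 5'UTR luciferase fusion; 0% = DMSO wells and 100% = positive control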
HSF1 inhib – HSF1 inhibitors in luciferase reporter cells, primary screen, cell-based, NIH3T3, luminescence | NIH3T3-HGL HSE-luciferase, MG132-induced, luminescence 8 h; active compounds read low | activity change, negative = inhibition, % at 7.5 µM (by protocol) | 300,000 compounds, 0.77% hits;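 active = more than half of replicate wells show activity change below -50%, luminescence cut by over half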;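 also: luciferase reports HSF-1 transcriptional activity via heat shock element; 0% = median of DMSO wells and -100% = zero luminescence signal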
KLF5 inh – KLF5 expression inhibitors, primary screen, DLD-1 cells, luminescence | DLD-1 KLF5 promoter-luciferase reporter | inhibition, % at 5 µM | 290,000 compounds, 0.23% hits | AID 1700, 2009;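 active = inhibition above a per-plate limit of that plate's mean compound inhibition plus 3 SD, cut at about 60% in these data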;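 also: 0% = DMSO wells and 100% = LY294002 at 200 µM; higher means less KLF5 promoter-driven luciferase light; inactives centre near -14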
DYRK1A inh – rat Dyrk1A kinase inhibitors, primary screen, biochemical, single point, plate reader | inhibition, % at 12.5 µM | ADP-Glo luminescence, NFATc1 peptide | Dual specificity tyrosine-phosphorylation-regulated kinase 1A (Rattus norvegicus), Q63470 | AID 504441, 2011 | 310,000 compounds, 0.43% hits; in the data active = inhibition above about 50%;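 also: plate controls were vehicle with enzyme for no effect and no enzyme for full effect; many of its hits are not listed in these tables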
Platelet DG rel – inhibitors of platelet dense granule secretion, primary screen, cell-based, MLPCN, human platelets | 300,000 compounds, 0.22% hits | inhibition, %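 (compounds screened at 7.5 µM in platelet-rich plasma)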 | human platelet-rich plasma, SFLLRN dense granule ATP release, luminescence | AID 1663, 2009;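 active = mean replicate score, as percent of positive control, at or above 50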
Active calls of the source: *; . = not tested or not shown.

1: CCOc1ccc(/C=N/Nc2ccc(Cl)nn2)c(O)c1
2: COC(=O)c1ccccc1N=Nc1c(C)n[nH]c1C
3: O=C(O)COc1ccc(/C=N/NC(=O)C2CCCN2S(=O)(=O)c2ccc(Cl)cc2)cc1 (stereo not drawn)
4: COc1ccccc1P(=O)(Cc1ccccc1[N+](=O)[O-])c1ccccc1 (stereo not drawn)
5: CC1(C)C2CC[C@]3(C)C(CC=C4[C@@H]5C[C@@](C)(CO)[C@@H](O)C[C@]56C[C@@H](OC6=O)[C@]43C)[C@@]2(C)CC[C@@H]1O (stereo partly drawn)
6: CC(=O)NC(CC(=O)NCC(c1ccco1)N(C)C)c1ccccc1 (stereo not drawn)
7: CN(C)Cc1c(C(=O)N/N=C/CCc2ccccc2)nnn1-c1nonc1N
8: CC1=C(C(=O)N2CCc3ccccc32)C2(CCC(C)CC2)OC1=O (stereo not drawn)

screen / no.	1	2	3	4	5	6	7	8
GSK3B inh	3	0	2	0	1	3	-37	0
GSK3 alpha inh	0	-1	-2	-1	0	-2	46	-2
HSP90 inh	-2	0	5	1	.	-1	-5	-6
HSF-1 act	34	3	-6	7	-2	4	1	.
IEC-6 cytotox	94*	0	6	9	.	-8	-5	4
aSyn 5UTR inh	34	12	1	6	-28	5	7	-6
HSF1 inhib	7	-4	0	4	0	-7	-6	.
KLF5 inh	82*	-9	-18	-14	.	1	10	3
DYRK1A inh	3	.	3	0	-1	4	-5	-9
Platelet DG rel	8	-1	9	1	0	-5	10	-9

9: Cc1nn(-c2ccccc2)c(C)c1/C=N/NC(=O)c1cc(C23CC4CC(CC(C4)C2)C3)[nH]n1
10: COc1cc(/C=N/Nc2cccc3cccnc23)cc(OC)c1O
11: Cc1ccc(N(CC(=O)NCc2ccccn2)S(=O)(=O)c2ccccc2)cc1C
12: CC1CCCN(C(=O)CCNS(=O)(=O)c2ccc(Br)cc2)C1 (stereo not drawn)
13: CCc1nnc(SC(C)C(=O)Nc2nccs2)n1C (stereo not drawn)
14: Cc1ccc(C(=O)COc2cccc(NC(=O)c3ccco3)c2)cc1
15: CC1=CC(C)C2(COC(c3ccc[n+](C)c3)OC2)C(C)C1 (stereo not drawn)
16: COc1ccc(C(=O)NC(NC(=O)c2ccc(OC)cc2)c2ccccc2F)cc1

screen / no.	9	10	11	12	13	14	15	16
GSK3B inh	-1	-1	2	-2	2	2	.	-4
GSK3 alpha inh	-1	6	-2	0	4	-2	.	1
HSP90 inh	4	3	3	.	-1	-1	3	0
HSF-1 act	-4	15	17	12	0	-4	.	23
IEC-6 cytotox	2	0	4	.	-6	0	3	-2
aSyn 5UTR inh	3	-94	31	-1	2	-2	.	24
HSF1 inhib	3	12	-1	-3	-3	-8	.	6
KLF5 inh	-22	2	1	.	-10	-36	-17	-36
DYRK1A inh	-4	-1	-6	6	.	-1	-8	34
Platelet DG rel	5	5	-1	19	-1	-7	.	-6

KLF5 inh: what is marked active above
| no. | Structure | GSK3B inh | GSK3 alpha inh | HSP90 inh | HSF-1 act | aSyn 5UTR inh | HSF1 inhib | KLF5 inh | DYRK1A inh | Platelet DG rel |
| --- | --- | --- | --- | --- | --- | --- | --- | --- | --- | --- |
| 1 | CCOc1ccc(/C=N/Nc2ccc(Cl)nn2)c(O)c1 | 3 | 0 | -2 | 34 | 34 | 7 | 82* | 3 | 8 |

Whole records from above:
COc1ccccc1P(=O)(Cc1ccccc1[N+](=O)[O-])c1ccccc1 (stereo not drawn) is entered as GSK3B inh: 0; GSK3 alpha inh: -1; HSP90 inh: 1; HSF-1 act: 7; IEC-6 cytotox: 9; aSyn 5UTR inh: 6; HSF1 inhib: 4; KLF5 inh: -14; DYRK1A inh: 0; Platelet DG rel: 1
CC1=CC(C)C2(COC(c3ccc[n+](C)c3)OC2)C(C)C1 (stereo not drawn) is entered as GSK3B inh: .; GSK3 alpha inh: .; HSP90 inh: 3; HSF-1 act: .; IEC-6 cytotox: 3; aSyn 5UTR inh: .; HSF1 inhib: .; KLF5 inh: -17; DYRK1A inh: -8; Platelet DG rel: .

(more compounds)
17: O=C(COc1ccccc1)N1CCN(c2ccc([N+](=O)[O-])c(N3CCCCC3)c2)CC1
18: O=C(Nc1ccc(S(=O)(=O)Nc2nccs2)cc1)C1CCCCC1
19: CCN1CCN(c2ccc(S(=O)(=O)N3CCCCC3)cc2NC(=O)COc2ccc(Cl)cc2)CC1
20: Nc1ccc2nc(-c3ccc(N)c(Cl)c3)[nH]c2c1
21: COc1cc(/C=C(\C#N)c2nc3ccccc3[nH]2)c([N+](=O)[O-])cc1OCc1ccccc1
22: Cc1cccc(C)c1NC(=O)COC(=O)c1ccc(N2CCCC2)c([N+](=O)[O-])c1
23: O=C(NNC(=O)c1ccccn1)c1cccc([N+](=O)[O-])c1
24: CC(=O)Nc1ccc(S(=O)(=O)Nc2ccccc2C(=O)N2CCOCC2)cc1

screen / no.	17	18	19	20	21	22	23	24
GSK3B inh	-3	1	3	1	-2	0	-1	-2
GSK3 alpha inh	-4	-1	-2	8	-1	1	-6	-3
HSP90 inh	-4	-2	.	1	1	1	-2	-2
HSF-1 act	-7	-10	27	10	8	0	1	4
IEC-6 cytotox	-7	-2	.	-1	-5	-3	-1	0
aSyn 5UTR inh	14	15	6	-115	25	7	37	-2
HSF1 inhib	2	-4	8	2	4	-14	-1	-4
KLF5 inh	-41	-26	.	-87	-58	-40	-2	-22
DYRK1A inh	.	-7	3	7	1	-1	.	-8
Platelet DG rel	3	5	11	20	-59	-8	3	2

Values in list order from the entries so far.
GSK3 alpha inh, compounds 17 to 24, in order: -4, -1, -2, 8, -1, 1, -6, -3

The list goes on.
25: Cc1cccc(OCCC(=O)Nc2ccc(C)c(S(=O)(=O)N3CCCCC3)c2)c1
26: Cn1nc(-c2ccc(Cl)cc2)c2cc(C(=O)N3CCN(c4ccccn4)CC3)sc21
27: COc1ccccc1-c1cc(C2CC2)nc(N)c1C#N
28: COc1cc(NS(=O)(=O)c2ccc(NC(=O)c3ccc(S(=O)(=O)N4CCCC4)cc3)cc2)ncn1
29: CC(NCc1cccc(S(=O)(=O)N(C)C)c1)c1ccc(F)cc1 (stereo not drawn)
30: Cc1ccc(C)c(NC(=O)Cn2cnc3c(oc4ccccc43)c2=O)c1
31: O=C(NCc1ccccc1Cl)c1ccc(-c2ccccc2)cc1
32: C=CCN=C1SCC(=O)N1S(=O)(=O)c1ccc(C)cc1

screen / no.	25	26	27	28	29	30	31	32
GSK3B inh	2	3	17	2	0	1	1	6
GSK3 alpha inh	-1	6	0	-2	.	-1	-1	0
HSP90 inh	2	2	5	1	-1	1	-4	-2
HSF-1 act	8	15	2	.	-2	-3	29	10
IEC-6 cytotox	0	8	5	3	5	-3	7	1
aSyn 5UTR inh	14	-24	-18	8	-12	-8	-47	13
HSF1 inhib	2	6	-8	.	-2	-14	11	-4
KLF5 inh	13	-17	-24	9	-31	-13	-29	-10
DYRK1A inh	0	15	-2	.	-10	-14	-2	-4
Platelet DG rel	-8	-19	-8	-6	9	0	1	0

33: Cc1ccc(CCC(=O)Nc2ccccc2C(=O)O)o1
34: S=C(NCc1ccco1)N/N=C/c1ccncc1
35: Cc1cc(C(=O)N/N=C/c2cccn2C)no1
36: CON/C=C(\C=Nc1ccc(Cl)cc1)c1ncc(C(F)(F)F)cc1Cl
37: CCc1nc(N2CCCC(C)C2)c2oc3ccccc3c2n1 (stereo not drawn)
38: C1CCCC(NC2=NCCO2)CCC1
39: Cc1[nH]c2ccccc2c1C(=O)CN1CCSCC1
40: CCOC(=O)c1csc(Nc2nc3ccc(F)cc3s2)n1

screen / no.	33	34	35	36	37	38	39	40
GSK3B inh	2	-4	5	-6	-1	2	0	2
GSK3 alpha inh	5	-1	-2	7	0	-2	-4	-2
HSP90 inh	5	1	0	-1	0	1	6	1
HSF-1 act	-4	-8	-9	3	8	-1	.	8
IEC-6 cytotox	2	-1	3	4	-8	-7	-3	1
aSyn 5UTR inh	-47	-5	2	-32	13	-21	12	-82
HSF1 inhib	11	-6	-3	3	-4	2	.	15
KLF5 inh	-62	-70	-8	-24	-18	-8	-26	13
DYRK1A inh	2	-1	-3	1	0	-2	-3	11
Platelet DG rel	-13	4	4	-2	3	16	-1	3

41: COc1cccc(-c2nnn(CCc3nn[nH]n3)n2)c1
42: CCOC(=O)N1CCN(C(=O)c2ccc(NC(=O)CC)cc2)CC1
43: CC1=NN(C(=O)CCCc2ccccc2)C(O)(C(F)(F)F)C1 (stereo not drawn)
44: O=C(Nc1cccc(NC(=O)c2cccs2)c1)c1ccc2c(c1)OCO2
45: CCOC(=O)c1sc2nc(C)cc(-c3ccccc3)c2c1N
46: O=C(O)CC(NC(=O)C12CC3CC(CC(C3)C1)C2)c1ccc2c(c1)OCO2 (stereo not drawn)
47: CCOC(=O)C1=C(C)Nc2ccccc2N=C1NC(=O)C(c1ccccc1)c1ccccc1

screen / no.	41	42	43	44	45	46	47
GSK3B inh	0	0	-1	-1	3	-1	.
GSK3 alpha inh	1	-5	-4	-3	-1	2	.
HSP90 inh	-1	-3	0	2	1	-2	2
HSF-1 act	-7	17	-3	-10	14	-19	20
IEC-6 cytotox	0	3	3	12	0	-4	5
aSyn 5UTR inh	4	4	3	-7	-6	-4	31
HSF1 inhib	-4	-3	-6	-1	5	-1	5
KLF5 inh	-28	-11	-22	12	18	3	-4
DYRK1A inh	4	-3	1	3	2	1	.
Platelet DG rel	0	-2	-27	3	1	11	6

Only part of the results is shown; the hit share may differ from the screen's.
